Screening results: PubChem BioAssay, several laboratories
FAS TE block: FAS thioesterase (human) inhibition; P49327; recombinant FAS-TE, OMFH fluorogenic substrate, fluorescence endpoint; inhibition, % at 15 µM; 0.67% of 360,000 active;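 active means compounds whose normalised, plate-corrected inhibition of enzyme fluorescence in the single-dose primary screen is 50% or more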;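 further: 0% = DMSO with enzyme and 100% = substrate without enzyme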
NRP1-CendR mod: alters CendR peptide binding to human NRP-1; O14786; FAM-RPARPAR peptide binding to NRP-1, fluorescence polarization; inhibition, % at 25 µM; 0.85% of 360,000 active; AID 602438;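 active means inhibition or corrected inhibition above about 18%, plus a signal ratio from 0.5 to 1.5, limit read from the data, passing the limit was not always enough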; further: strong numbers were not always called active
E coli Lon inh: inhibits E. coli Lon protease; purified E. coli Lon protease, fluorescence polarization; inhibition, % at 7.94 µM; 0.42% of 360,000 active; P0A9M0; in the data active means inhibition above about 13%, passing the limit was not always enough;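 further: 0% = enzyme with probe and DMSO and 100% = no enzyme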
Target sequence (P0A9M0 whole entry, looked up): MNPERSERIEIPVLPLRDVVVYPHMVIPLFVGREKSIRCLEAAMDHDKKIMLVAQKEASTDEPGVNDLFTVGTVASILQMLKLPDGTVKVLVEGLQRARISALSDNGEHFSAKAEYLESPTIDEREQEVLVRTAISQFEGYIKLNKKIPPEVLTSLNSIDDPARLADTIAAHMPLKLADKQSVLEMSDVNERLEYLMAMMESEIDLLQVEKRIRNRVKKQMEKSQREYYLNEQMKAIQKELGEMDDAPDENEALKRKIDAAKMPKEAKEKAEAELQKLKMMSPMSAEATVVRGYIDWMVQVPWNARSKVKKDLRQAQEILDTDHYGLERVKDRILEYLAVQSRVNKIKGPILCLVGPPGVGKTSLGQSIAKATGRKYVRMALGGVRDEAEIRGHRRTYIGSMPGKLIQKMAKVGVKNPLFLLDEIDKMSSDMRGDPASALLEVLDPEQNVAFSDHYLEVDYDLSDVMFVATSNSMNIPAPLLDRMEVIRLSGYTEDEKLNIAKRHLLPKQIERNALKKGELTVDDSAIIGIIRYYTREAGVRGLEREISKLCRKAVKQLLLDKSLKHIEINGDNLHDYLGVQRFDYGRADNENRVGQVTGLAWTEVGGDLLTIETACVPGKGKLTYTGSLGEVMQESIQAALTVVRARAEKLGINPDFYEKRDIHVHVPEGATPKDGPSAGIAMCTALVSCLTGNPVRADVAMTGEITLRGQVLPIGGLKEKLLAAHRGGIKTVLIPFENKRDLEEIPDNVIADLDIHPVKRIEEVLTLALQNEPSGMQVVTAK
MLLE-PAM2 inh: inhibitors of microRNA-mediated deadenylation, human PABP1 MLLE binding | P11940 | GST-MLLE / FITC-PAM2 fluorescence polarization | inhibition, % at 20 µM | 0.36% of 360,000 active | AID 588489; in the data active means inhibition above about 35%, passing the limit was not always enough;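 further: plate controls were DMSO wells with GST-MLLE for no effect and wells lacking GST-MLLE protein for full effect; some results filed as inactive read as strong as hits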
Rin1-Abl PPI inh: human Rin1-Abl interaction inhibition | P00519+Q13671 | AID 588664 | inhibition, % at 7.35 µM | 0.4% of 360,000 active | TR-FRET Rin1/Abl binding, biochemical; in the data active means inhibition above about 5%, passing the limit was not always enough
SKN-1 inh: C. elegans SKN-1 inhibition | inhibition, % at 21.8 µM | C. elegans VP596 Pgst-4::GFP/RFP ratio, acrylamide-induced, 24 h | AID 624304 | 0.49% of 360,000 active;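 active means interference check ratio from 0.5 to 1.5 plus GFP to RFP signal ratio inhibition reaching or exceeding a fixed threshold, cut at about 30% in these data, passing the limit was not always enough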; further: some compounds called inactive have numbers as strong as hits
bovine MsrA act: activators of bovine methionine sulfoxide reductase A. purified bovine MsrA, absorbance read-out. AID 602163. 0.3% of 360,000 active. activation, % at 10.6 µM; in the data active means activation above about 7.5%;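 further: 0% = vehicle and 100% = reference activator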
MT1-MMP act inh: MT1-MMP (human) activation inhibition; GFP/RFP ratio change, % at 20 µM; HT1080 RFP-PRO-GFP cells, GFP/RFP ratio fluorescence, overnight; percent of plate control window, DMSO zero; 0.061% of 360,000 active;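 active means GFP/RFP ratio change of at least 30% with cell ATP level not reduced by more than half and red fluorescence within 50% of control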; further: strong numbers were not always called active
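Compound: 20 µM single dose, 1% DMSO / System: HT1080 RFP-PRO-GFP cells / Controls: DMSO and RFP-L50D-GFP cell wells / Read-out basis: GFP/RFP fluorescence ratio / Schedule: overnight compound exposure at 37 °C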
Neddyl block: cullin neddylation inhibition. TR-FRET cullin neddylation, biochemical. calls only at 25 µM. 0.58% of 360,000 active. P61081+Q13564; in the data active means inhibition above about 36%
An asterisk follows results filed as active; i = inactive; nt = not tested or not shown.

#	Compound	FAS TE block	NRP1-CendR mod	E coli Lon inh	MLLE-PAM2 inh	Rin1-Abl PPI inh	SKN-1 inh	bovine MsrA act	MT1-MMP act inh	Neddyl block
1	COc1ccc(OCC(O)CN2CCN(c3ccc(OC)cc3)CC2)cc1 (centres undefined)	-2	10	-11	-9	1	-1	-1	2	i
2	O=S(=O)(c1ccc(F)cc1)N1CCN(CC(O)COCc2cccs2)CC1 (centres undefined)	-3	3	-2	0	-2	3	-1	2	i
3	CC1CCN(C(=O)Cn2nnc(-c3ccc(N)cc3)n2)CC1	-5	5	-1	-7	-2	12	-5	4	i
4	CC(=O)Nc1ccc(CN2CCC2(C)C(=O)NC2CCN(Cc3ccccc3)CC2)cc1 (centres undefined)	-10	-3	0	-3	-3	21	-2	5	i
5	CCOC(=O)c1ccc(NC(=S)Nc2ccccn2)cc1	-2	0	-7	24	1	-1	-16	4	i
6	Cc1cc(NC(=O)Nc2cccc(Cl)c2)n(-c2ccccn2)n1	27	4	1	5	0	1	-3	-3	i
7	Cn1c(N)c(C(=O)CSc2nc3ccccc3c(=O)n2Cc2ccccc2)c(=O)n(C)c1=O	2	3	2	-50	0	-16	-6	2	i
8	Cc1ccc(C(c2sc3nc(C)nn3c2O)N2CC(C)OC(C)C2)cc1 (centres undefined)	-6	-4	-9	-10	-2	4	-2	0	i
9	C=C(C)Cn1c(=O)c2c(nc3n2CC(C)CN3Cc2ccccc2)n(C)c1=O (centres undefined)	1	8	1	1	0	8	0	-4	i
10	CC(C)C[C@@H](CN=[N+]=[N-])N1CCN(Cc2ccccc2)CCC1=O	-7	18	-15	-6	1	-10	3	5	i
11	CCCC(=O)NCCCc1nc2ccccc2n1CC	-8	2	-5	8	-3	-2	0	-1	i
12	Cn1ccs/c1=N\S(=O)(=O)c1ccc(F)cc1	-3	-8	-4	-5	-1	6	-4	-1	i
13	COc1cc(NC(=O)c2ccc([N+](=O)[O-])o2)ccc1NC(=O)c1ccco1	4	6	5	-4	-1	-1	2	10	i
14	O=C(CN(C(=O)CNS(=O)(=O)c1ccccc1)C1CCCC1)NCC1CCCO1 (centres undefined)	-6	4	-6	-3	1	3	-4	-7	i
15	CCSc1nnc(NC(=O)C2CCN(C(=O)c3ccc(F)cc3)CC2)s1	-6	-4	-8	4	4	-6	0	1	i
16	COc1ccc(C2N(C(=O)N(C)C)CCN2S(=O)(=O)c2ccc(OC)cc2)cc1 (centres undefined)	4	8	-1	-4	3	11	-5	4	i
17	COc1ccc(NC(=O)c2cccc3ccccc23)cc1OC	-2	-4	-6	-1	-2	-1	0	5	i
18	Cc1cc(C)c(N(CC(=O)NC(C)(C)C)C(=O)CNC(=O)c2cccs2)c(C)c1	-2	0	5	17	-1	-4	-4	-1	i
19	Cc1nnc(NC(=O)CSc2nnc(CCc3nc4ccccc4[nH]3)n2C)s1	0	8	4	-13	-2	2	4	-4	i
20	CCOC(=O)C1(CCc2ccccc2)CCN(C(=O)CCn2cncn2)CC1	-6	10	-5	2	2	-10	-3	-4	i
21	CN(C(=O)CSc1nnc(-c2ccc(Cl)cc2)n1C)C1CCS(=O)(=O)C1 (centres undefined)	-7	-1	-7	-5	-1	-12	0	4	i
22	Cc1cc(N2C(=O)C(O)=C(C(=O)c3ccc(C)o3)C2c2ccc([N+](=O)[O-])cc2)no1 (centres undefined)	7	10	-8	-3	3	9	-1	-1	i
23	Cc1ccc(S(=O)(=O)c2c(N)n(Cc3ccco3)c3nc4ccccc4nc23)cc1C	9	-64	-52	21	2	10	-12	-89	nt
24	O=C(/C=C/c1cccnc1)/C=C/c1cccnc1	-3	5	-2	3	7	-2	-4	-32	i
25	CN(C1CCCCC1)S(=O)(=O)c1ccc(NC(=O)C2CCCCC2)cc1	23	0	2	1	-5	3	-1	-6	i
26	Nc1ncnc2c1ncn2C1OC(CO)C(O)C1N (centres undefined)	-5	1	10	6	0	-1	1	0	i
27	CC(C)(CO)CNC(=O)CC1C(=O)NCCN1CC(c1ccccc1)c1ccccc1 (centres undefined)	-5	1	8	13	1	3	-2	0	i
28	FC(F)c1nnc2c(Cl)cc(C(F)(F)F)cn12	-8	0	7	-1	-1	-16	-9	-1	i
29	C[C@@H]1CN([C@H](C)CO)C(=O)c2cc(-c3ccc(C(=O)N(C)C)cc3)cnc2O[C@@H]1CN(C)C(=O)c1cccnc1	-9	-10	-5	5	5	5	-3	5	i
30	O=C(Nc1cc(C(F)(F)F)ccc1N1CCCCC1)c1ccco1	5	6	-7	5	3	7	-6	-1	nt

Structures from the list above that contain a nitro group on carbon (2):
#	Compound	FAS TE block	NRP1-CendR mod	E coli Lon inh	MLLE-PAM2 inh	Rin1-Abl PPI inh	SKN-1 inh	bovine MsrA act	MT1-MMP act inh	Neddyl block
13	COc1cc(NC(=O)c2ccc([N+](=O)[O-])o2)ccc1NC(=O)c1ccco1	4	6	5	-4	-1	-1	2	10	i
22	Cc1cc(N2C(=O)C(O)=C(C(=O)c3ccc(C)o3)C2c2ccc([N+](=O)[O-])cc2)no1 (centres undefined)	7	10	-8	-3	3	9	-1	-1	i

More records:
#	Compound	FAS TE block	NRP1-CendR mod	E coli Lon inh	MLLE-PAM2 inh	Rin1-Abl PPI inh	SKN-1 inh	bovine MsrA act	MT1-MMP act inh	Neddyl block
31	CO/N=C/c1ccc(OC)c(Oc2nc(OC)cc(OC)n2)c1	-1	-13	6	-11	0	1	-1	1	i
32	COc1cc2c(=O)n(CC3CCCO3)c(=O)n(CC(=O)Nc3ccccc3)c2cc1OC (centres undefined)	2	4	-6	-2	0	0	-1	-3	i
33	COc1ccc(Cc2nnc(NS(=O)(=O)c3ccccc3)s2)cc1	-7	11	-9	12	-1	-14	-11	-1	i
34	COc1cccc(CNC(=O)c2ccc(S(=O)(=O)N3CCOCC3)cc2)c1	-5	1	5	12	-2	-5	0	-1	i
35	CC(C)CNC(=S)Nc1ccccc1F	-13	3	-9	5	2	9	0	-1	i
36	CC(=O)Nc1ccc(OCc2ccccc2)cc1[N+](=O)[O-]	-4	-17	-17	4	3	19	0	4	i
37	Cc1ccc(-c2ccc(/C=N/NC(=O)CN3CCOCC3)o2)cc1[N+](=O)[O-]	-2	1	-6	18	4	0	-5	1	i
38	O=C(Nc1ccc(F)cc1F)c1cc(-c2ccc3c(c2)OCO3)on1	-6	8	5	-11	-1	-1	-3	5	i
39	COc1ccc(S(=O)(=O)N2CCCCC2)cc1NC(=O)C1CCCC1	0	7	-3	3	2	1	1	0	i
40	O=C(N/N=C/c1ccc(O)cc1O)/C(=C/c1ccccc1)CCO	-2	-3	0	5	-1	1	0	2	i
41	O=C(COc1ccc(Cl)cc1)N1CCN(C(=O)c2cccc(F)c2)CC1	-5	-6	-9	2	-2	-17	-3	2	i
42	CCc1cc(C(=O)NNC(=S)NCC2CCCO2)cs1 (centres undefined)	-7	-4	-5	-6	1	-2	3	5	i
43	CC(=O)NC(C(=O)OCC(=O)N(c1ccccc1)c1ccccc1)C(C)C (centres undefined)	-4	6	4	-11	-6	-7	-2	0	i
44	COc1ccc(CNS(=O)(=O)c2c(C(=O)N3CCCCC3)c(C)n(C)c2C)cc1	-6	2	2	-7	2	-2	-1	-1	i
45	Cc1cccc(N(C2C=CS(=O)(=O)C2)S(=O)(=O)c2ccccc2)c1 (centres undefined)	-7	-7	-5	3	0	-14	-3	-2	i
46	COc1cc(/C=C(/C#N)C(=O)NC(C)c2ccccc2)cc(OC)c1O (centres undefined)	-4	-91	-375	-142	1	9	-3	-66	i
47	CC1CCCCN1C(=O)CSc1nnc2ccccn12 (centres undefined)	-11	4	14	4	0	-2	-9	2	i
48	Cn1nccc1-c1ccc(C(=O)NCc2ccc(Cl)cc2)c2occc12	4	22	4	18	-6	9	-2	-5	i
49	O=S(=O)(c1ccc2ccccc2c1)n1cnc2ccccc21	-2	3	-1	-5	2	7	2	5	i
50	Cc1cccc(C)c1NC(=O)C(c1ccccc1)N1CC(=O)Nc2ccccc21 (centres undefined)	5	-2	-8	4	2	0	-1	1	i
51	Cc1ccc(NS(=O)(=O)c2ccc(-n3cccn3)cc2)nc1	-2	4	-2	0	0	2	-1	1	nt
52	CCOC(=O)c1[nH]nc(-c2cc(CC)c(O)cc2O)c1-c1cscn1	-5	-11	2	-14	-1	-16	-4	-10	i
53	CS(=O)(=O)N1CCCC(C(=O)Nc2ccc(Br)cc2F)C1 (centres undefined)	-1	13	4	-6	0	-7	-2	-6	i
54	CC(=O)N(C)c1ccc(N=Cc2cc3c(cc2[N+](=O)[O-])OCO3)cc1	-2	2	9	12	-1	5	0	2	i
55	COc1ccccc1C(=O)Nc1ccc(-c2nnn(CC(=O)N3CCN(C(=O)c4ccco4)CC3)n2)cc1	-3	4	-6	-5	4	-4	-4	4	i
56	CSc1n[nH]c(=S)n1N	-4	3	4	-15	-1	4	-1	0	i
57	Cc1nn(CC(=O)N2CCCC2)c(=O)c2cc3cc(F)ccc3n12	0	-3	0	12	-4	-4	-5	0	i
58	CC(Cc1ccccc1)NC(=O)c1cc([N+](=O)[O-])ccc1Cl (centres undefined)	58*	22	-6	-10	0	-6	2	-2	i
59	CCn1c(SCC(=O)Nc2cc(C)on2)nnc1-c1cccnc1	-7	13	-8	-2	-1	11	0	3	i
60	COc1cccc(C(=O)Oc2ccc3c(C)cc(=O)oc3c2C(C)=O)c1	-1	-8	-3	-8	-1	4	-2	-5	i

Grouped by structure, the compounds so far with fluorine.
#	Compound	FAS TE block	NRP1-CendR mod	E coli Lon inh	MLLE-PAM2 inh	Rin1-Abl PPI inh	SKN-1 inh	bovine MsrA act	MT1-MMP act inh	Neddyl block
2	O=S(=O)(c1ccc(F)cc1)N1CCN(CC(O)COCc2cccs2)CC1 (centres undefined)	-3	3	-2	0	-2	3	-1	2	i
12	Cn1ccs/c1=N\S(=O)(=O)c1ccc(F)cc1	-3	-8	-4	-5	-1	6	-4	-1	i
15	CCSc1nnc(NC(=O)C2CCN(C(=O)c3ccc(F)cc3)CC2)s1	-6	-4	-8	4	4	-6	0	1	i
28	FC(F)c1nnc2c(Cl)cc(C(F)(F)F)cn12	-8	0	7	-1	-1	-16	-9	-1	i
30	O=C(Nc1cc(C(F)(F)F)ccc1N1CCCCC1)c1ccco1	5	6	-7	5	3	7	-6	-1	nt
35	CC(C)CNC(=S)Nc1ccccc1F	-13	3	-9	5	2	9	0	-1	i
38	O=C(Nc1ccc(F)cc1F)c1cc(-c2ccc3c(c2)OCO3)on1	-6	8	5	-11	-1	-1	-3	5	i
41	O=C(COc1ccc(Cl)cc1)N1CCN(C(=O)c2cccc(F)c2)CC1	-5	-6	-9	2	-2	-17	-3	2	i
53	CS(=O)(=O)N1CCCC(C(=O)Nc2ccc(Br)cc2F)C1 (centres undefined)	-1	13	4	-6	0	-7	-2	-6	i
57	Cc1nn(CC(=O)N2CCCC2)c(=O)c2cc3cc(F)ccc3n12	0	-3	0	12	-4	-4	-5	0	i
